Tau fibril FP = qHTS for Inhibitors of Tau Fibril Formation, Fluorescence Polarization | Microtubule-associated protein tau (Homo sapiens), P10636 | K18 P301L tau heparin fibrillization, Alexa594 FP, 6 h | Potency, µM (highest dose often 57.7 µM), for inactives: top-dose activity, negative = inhibition, actives largely listed as inhibitors | 280,000 tested, 0.39% active | AID 1468, 2008; further: nearly all actives have a fitted effect of over 55% in size
Target sequence (P10636 561-689 P618L limits assumed): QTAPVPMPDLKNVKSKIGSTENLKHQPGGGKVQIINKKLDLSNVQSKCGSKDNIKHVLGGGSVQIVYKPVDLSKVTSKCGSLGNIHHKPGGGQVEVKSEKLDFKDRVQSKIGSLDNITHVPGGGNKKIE
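K18 P301L tau (15 uM unlabeled/0.24 uM Alexa 594-labeled, final) + compound + heparin 20 uM final; 100 mM NaOAc pH 7; 6 hr 37 C; ThT 30 uM final added, 1 hr RT; FP ex 555/em 632 nm.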
TexasRed fluor = Total Fluorescence Counterscreen for Inhibitors of the Interaction of Thyroid Hormone Receptor and Steroid Receptor Coregulator 2; 280,000 tested, 0.29% active; Potency, µM (series often up to 106 µM), for the others: top-dose fluorescence change, negative = quenching; TRb/SRC2 Texas Red total fluorescence interference; AID 1479, 2009; active means well fitted curve in either direction with a large enough effect; inconclusive means small, poorly fitted or top-dose-only effect
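Human TRb ligand-binding domain at 0.6 uM with 20 nM Texas Red SRC2 peptide in Tris buffer containing 1 uM T3 and 5% DMSO, incubated with compound 5 h at ambient temperature. Total fluorescence (555/632 nm) calculated as parallel + 2 × perpendicular.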
L3MBTL1 inh = qHTS Assay for the Inhibitors of L3MBTL1; Potency, µM (titrated, usually from 57.1 µM), for the others: at the top dose activity, negative = inhibition, hits mostly inhibitors; Lethal(3)malignant brain tumor-like protein 1 (Homo sapiens), Q9Y468; 230,000 tested, 0.66% active; AID 485360, 2010; AlphaScreen L3MBTL1–H3K9me1 peptide binding; further: nearly all actives have a fitted effect of over 60% in size
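First, the protein-peptide complex forms for 30 min at room temperature (L3MBTL1 50 nM, biotinylated H3K9me1 peptide 75 nM). Next, compounds are pin-transferred and incubated 30 min. Finally, AlphaScreen beads are added and read after 30 min.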
Tau fibril ThT = qHTS for Inhibitors of Tau Fibril Formation, Thioflavin T Binding; 270,000 tested, 2.1% active; Potency, µM (series often up to 57.4 µM), without a hit: at the highest dose activity, negative = inhibition, most hits filed as inhibitors; recombinant tau K18 P301L, heparin-induced fibrillization, ThT fluorescence; further: nearly all actives have a fitted effect of over 55% in size
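Aggregation was driven by heparin (20 uM final) acting on recombinant tau […] bearing P301L in 100 mM sodium acetate pH 7; fibrils were detected with Thioflavin T.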
GLA spleen mod = qHTS Assay for Inhibitors and Activators of Human alpha-Galactosidase From Spleen Homogenate; 240,000 tested, 0.008% active; AID 2107, 2009; human spleen homogenate, 4MU-alpha-Gal fluorescence, 40 min; Potency, µM (titrated, usually from 80 µM), without a hit: top-dose activity change, negative = inhibition, actives largely listed as inhibitors; Alpha-galactosidase A (Homo sapiens), P06280;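 further: 0% = enzyme with vehicle and -100% = no enzyme basal signal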
Target sequence (P06280 32-429 limits assumed): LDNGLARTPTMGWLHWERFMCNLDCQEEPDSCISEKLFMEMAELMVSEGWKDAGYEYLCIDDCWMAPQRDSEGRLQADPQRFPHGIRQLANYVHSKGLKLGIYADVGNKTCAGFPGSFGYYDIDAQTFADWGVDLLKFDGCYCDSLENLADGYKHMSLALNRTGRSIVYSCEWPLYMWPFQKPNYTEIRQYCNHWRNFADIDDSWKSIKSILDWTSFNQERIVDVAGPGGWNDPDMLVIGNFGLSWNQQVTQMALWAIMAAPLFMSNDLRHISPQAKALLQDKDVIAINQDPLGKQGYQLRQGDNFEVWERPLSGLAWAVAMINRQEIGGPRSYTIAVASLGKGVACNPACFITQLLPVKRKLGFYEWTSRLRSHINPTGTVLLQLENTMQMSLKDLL
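Fluorogenic readout (Ex 365/Em 440 nm) of 4-methylumbelliferone released from 1 mM 4-MU-alpha-galactoside by spleen homogenate, 40 min at 37C, pH 5.0. Data normalized to no-enzyme and enzyme controls; Hill-equation AC50 from compound titrations.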
ALDH1A1 block = qHTS Assay for Inhibitors of Aldehyde Dehydrogenase 1 (ALDH1A1); Purified ALDH1A1, NADH fluorescence, propionaldehyde substrate; 220,000 tested, 7.3% active; Aldehyde dehydrogenase 1A1 (Homo sapiens), P00352; Potency, µM (doses to about 75.3 µM), without a hit: top-dose activity, negative = inhibition, actives largely listed as inhibitors; active means well fitted inhibition curve with a large enough effect, not every such curve was filed as active; inconclusive means small, poorly fitted or top-dose-only effect, or another doubt; inactive means no such curve, though single readings can be large or run the other way;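 further: plate controls were no enzyme wells and a reference inhibitor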
Tau fluor counter = Counterscreen qHTS for Inhibitors of Tau Fibril Formation, Fluorescence Polarization; Potency, µM (doses to about 57.7 µM), for inactives: at the top dose activity change, negative = decrease; tau K18 P301L (four-repeat tau fragment) Alexa594 fluorescence, heparin fibrillization; 280,000 tested, 0.93% active; further: nearly all actives have a fitted effect of over 55% in size
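Human K18 P301L tau (15 uM unlabeled plus 0.24 uM Alexa 594-labeled, final) in 100 mM sodium acetate pH 7 was mixed with compound and 20 uM heparin and incubated 6 hr at 37 C.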
TRb SRC2 PPI = qHTS for Inhibitors of the Interaction of Thyroid Hormone Receptor and Steroid Receptor Coregulator 2; 280,000 tested, 0.065% active; Thyroid hormone receptor beta (Homo sapiens), P10828; TRbeta-SRC2 peptide binding, fluorescence polarization; receptor liganded with 1 µM T3; Potency, µM (doses to about 106 µM), for the others: top-dose activity change, negative = inhibition, hits mostly inhibitors;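 further: plate controls were bound peptide for no effect and peptide without receptor for full effect; nearly all actives have a fitted effect of over 50% in size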
Target sequence (P10828 whole entry, looked up): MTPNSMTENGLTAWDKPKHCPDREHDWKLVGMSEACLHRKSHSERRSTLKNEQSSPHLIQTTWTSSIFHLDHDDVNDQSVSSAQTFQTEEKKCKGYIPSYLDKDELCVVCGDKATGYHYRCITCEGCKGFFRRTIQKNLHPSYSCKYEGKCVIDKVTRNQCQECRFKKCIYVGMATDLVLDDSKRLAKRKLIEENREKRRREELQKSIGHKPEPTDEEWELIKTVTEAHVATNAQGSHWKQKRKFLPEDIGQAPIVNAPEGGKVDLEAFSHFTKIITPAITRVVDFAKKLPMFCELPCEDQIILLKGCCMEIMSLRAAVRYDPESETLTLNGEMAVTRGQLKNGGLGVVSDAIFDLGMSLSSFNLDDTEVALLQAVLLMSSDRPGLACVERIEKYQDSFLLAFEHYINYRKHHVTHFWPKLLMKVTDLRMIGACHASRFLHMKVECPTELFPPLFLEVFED
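Binding of a 20-amino-acid Texas Red SRC2 peptide (20 nM) to TRb ligand-binding domain (0.6 uM) with agonist T3 at 1 uM was followed by fluorescence polarization after a 5 hr room-temperature incubation.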
* marks the source's active call; other numbers are inactive results; ? = inconclusive; . = no result given; & = joins results of further samples; [ ] = dose if it differs, or a comment. Unless noted, the call rests on the fitted dose curve; in most records, active means well fitted curve in the direction sought with a large enough effect; inconclusive means small, poorly fitted or top-dose-only effect, or another doubt; inactive means no such curve, though single readings can be large; an effect the other way counts as inactive or inconclusive. Unless noted, on the % scale 0 is the no-effect control and ±100 the full control effect; potency means the concentration at half of the fitted maximal effect.

Every second line gives: Tau fluor counter	TexasRed fluor	ALDH1A1 block	Tau fibril FP	Tau fibril ThT	TRb SRC2 PPI	GLA spleen mod	L3MBTL1 inh
> Cc1cc(N2CCN(c3ccc(F)cc3)CC2)n2cnnc2n1
  -5%	0%	.	1%	?	-2%	.	.
> C=CCn1c(SCC(=O)N2CCCCC2)nc(O)cc1=O
  1%	0%	7%	0%	-16%	-11%	6%	.
> COc1ccc(NS(=O)(=O)c2ccc(NC(=S)NC(=O)c3ccc(Br)cc3)cc2)nn1
  -6%	5%	?	6%	-17%	3%	-1%	-9%
> COC(=O)C1C(c2ccc(OC)c(OC)c2)NC(c2ccc(OC)c(OC)c2)C(C(=O)OC)S1(=O)=O (stereo unspecified)
  4%	-2%	-2%	8%	8%	7%	0%	-7%
> CCSc1ncc(Cl)c(C(=O)N(Cc2ccc(C(C)(C)C)cc2)C2CCS(=O)(=O)C2)n1 (stereo unspecified)
  -22%	?	.	7%	-15%	6%	.	.
> Cn1nnnc1SCCCNCc1cccc(OCc2ccccc2)c1
  -11%	-2%	.	-1%	-1%	-1%	.	.
> Cc1ccc(NC(=O)CCC(=O)NNC(=O)c2cccc([N+](=O)[O-])c2)cc1C
  -11%	-2%	7%	-3%	-12%	6%	-1%	8%
> CC1CCCCC1NC(=O)c1cc2ccccc2o1 (stereo unspecified)
  6%	0%[53 µM]	-10%	3%	1%	-1%[53 µM]	6%	-2%
> CCOC(=O)c1cnn2c(C(F)(F)F)cc(-c3cn(C)nc3C)nc12
  -2%	-1%	?	2%	-13%	-5%	11%	-3%
> Cc1cccc(N2CCN(C(=O)COc3ccc4c(c3)CCC4)CC2)c1C
  -4%	1%	1%	14%	?	3%	-4%	15%
> O=C1N/C(=C/c2cccs2)C(=O)N1Cc1ccc(Br)cc1
  -7%	-5%	11%	6%	-7%	1%	1%	.
> O=C(NCc1ccccc1Cl)c1cccc(C(F)(F)F)c1
  -14%	0%	7%	-10%	-4%	-15%	9%	12%
> CCN(CC)CCN1C(=O)C(O)=C(C(=O)c2cc3ccccc3o2)C1c1cccnc1 (stereo unspecified)
  -8%	-1%	-8%	-4%	-13%	-7%	-4%	4%
> C=CCn1c(=O)c2ccc(C(=O)NCc3ccccc3)cc2n(Cc2ccccc2Cl)c1=O
  5%	-2%	12%	-11%	1%	-1%	-2%	0%
> COc1ccc(NC(=O)Cn2nnc(C(=O)Nc3ccc(F)c(Cl)c3)c2N)cc1OC
  6%	-8%	.	2%	8%	2%	.	.
> COc1ccccc1NC(=O)c1ccc(-c2nc(COc3ccc(C)cc3)c(C)o2)cc1
  -15%	-1%	.	-1%	-9%	1%	.	.
> COc1ccc(C(C(=O)Nc2ccc(F)cc2)N(C(=O)Cn2nnc3ccccc32)C2CC2)cc1 (stereo unspecified)
  -29%	-6%	-13%	11%	?	-5%	3%	-9%
> CCOC(=O)c1cc(-c2ccc(Cl)s2)[nH]n1
  -19%	-1%	-7%	6%	-19%	-9%	-19%	58%[activator]
> COc1ccc(N2CCN(C(=O)CN3C(=O)c4ccccc4S3(=O)=O)CC2)cc1
  -5%	-1%	2%	-4%	-13%	-3%	-6%	.
> CCN(CC)S(=O)(=O)c1ccc(N2CCOCC2)c(NC(=O)c2cccc3ccccc23)c1
  -24%	-1%	13µM*	-1%	-8%	1%	3%	-2%
> c1cn2cc(CSC3CCCCC3)nc2s1
  2%	-5%	?	1%	4%	-6%	-5%	.
> Cc1ccccc1-c1nc(-c2ccc(NC(=O)c3cccs3)cc2)no1
  ?	-5%	?	?	?	7%	2%	1%
> COc1cc(OC)c(NC(=O)N2CCCn3nc(C)cc32)cc1Cl
  -2%	7%	.	-3%	0%	11%	.	.
> c1nc(NC2CCCC2)c2[nH]cnc2n1
  -9%	-1%	3%	12%	-4%	-6%	-4%	1%
> Cc1cc(C)c(C#N)c(N)n1
  2%	6%	-6%	4%	2%	-1%	1%	.
> O=c1cc(-c2ccccc2O)oc2c1ccc1ccccc12
  -6%	0%	0%	-2%	-8%	-7%	-3%	.
> Cc1ccc(C)c(N=C2CCCN2Cc2ccccc2)c1C#N
  -11%	-2%	-4%	2%	-17%	5%	2%	5%[11.4 µM]
> COc1ccc2c(c1)c1nnc(SC)nc1n2C
  -5%	-4%	7%	?	-14%	-7%	-4%	7%
> Cc1ccc(CCNC(=O)C2CCC(=O)N2Cc2cccnc2)cc1 (stereo unspecified)
  9%	-8%	4%	-3%	11%	-4%	1%	.
> COC(=O)/C=C/C(=O)Nc1ccc(O)c(Cl)c1
  -26%	-2%	13µM*	12%	?	-5%	2%	-11%

Entries above that contain a cyano group:
Every second line gives: Tau fluor counter	TexasRed fluor	ALDH1A1 block	Tau fibril FP	Tau fibril ThT	TRb SRC2 PPI	GLA spleen mod	L3MBTL1 inh
> Cc1cc(C)c(C#N)c(N)n1
  2%	6%	-6%	4%	2%	-1%	1%	.
> Cc1ccc(C)c(N=C2CCCN2Cc2ccccc2)c1C#N
  -11%	-2%	-4%	2%	-17%	5%	2%	5%[11.4 µM]

Next part
Every second line gives: Tau fluor counter	TexasRed fluor	ALDH1A1 block	Tau fibril FP	Tau fibril ThT	TRb SRC2 PPI	GLA spleen mod	L3MBTL1 inh
> Cc1nc2cc(N3CCOCC3)c(NC(=O)C3CC3)cc2c(=O)n1Cc1ccccc1
  2%	-3%	?	2%	-2%	4%	-2%	3%
> COc1ccc(NCc2nnc(SCC(=O)c3ccc(OC)cc3)o2)cc1
  ?	1%	16µM*	-11%	?	-1%	-4%	.
> O=C(COC(=O)c1ccc(O)cc1O)NC1CCS(=O)(=O)C1 (stereo unspecified)
  3%	-2%	.	12%	3%	3%	-4%	.
> Cc1ccc(C(=O)NC(=S)Nc2cccc3nsnc23)cc1
  -22%	2%	8%	?	13µM*	-1%	6%	-3%
> CC(/C=N/NC(=O)c1cc(-c2cccnc2)nc2c1c(C)nn2-c1ccccc1)=C\c1ccccc1
  ?	3%	?	-15%	-6%	4%	4%	-3%
> CC1(C)CC(=O)C2=C(C1)OC(/N=C/N1CCCC1)=C(C#N)C2c1ccccc1 (stereo unspecified)
  -4%	0%	.	-1%	.	8%	-3%	.
> O=C(Cn1nc(Cl)nc1Cl)c1cc2ccccc2oc1=O
  -13%	-2%	?	2%	?	1%	3%	-5%
> Cc1ccc(-n2c(C)cc(C(=O)Cn3nc(C(=O)O)c4ccccc4c3=O)c2C)cc1
  -10%	0%	6%	3%	?	1%	-2%	-6%
> CC(C)(C)Nc1oc(-c2ccccc2)nc1-c1ccccc1
  -7%	-1%	-2%	-5%	-11%	6%	3%	.
> CCn1c(=O)c(=O)n(CC)c2cc(N3CCCCC3)c(NC(=O)c3ccc(OC)c(OC)c3)cc21
  -4%	-2%	.	8%	?	-3%	.	.
> Cc1cc(N2CCC(C)CC2)nc2ccc(NC(=O)Cc3ccccc3Br)cc12
  ?	-1%	.	-1%	-7%	8%	.	.
> O=C(CSc1nnc(CNC(=O)c2ccccc2F)o1)Nc1ccc2c(c1)OCCO2
  -6%	0%	10µM*	-13%	-15%	-3%	0%	.
> Cc1nc(SCC(=O)N(C)Cc2ccco2)c2c(C)c(C)sc2n1
  -8%	7%	?	-7%	?	-2%	3%	-5%
> O=c1[nH]c(SCC2CCCCO2)nc2ccccc12 (stereo unspecified)
  -4%	0%	?	12%	-5%	-5%	8%	-1%
> CCOc1ccc(NC2=NC(C)(C)N=C(N)N2)cc1
  -15%	2%	-2%	?	-2%	-16%	-16%	.
> CC1CCCN(C(=O)CSc2cnc3ccccc3n2)C1 (stereo unspecified)
  -2%	-6%	28µM*	6%	-8%	-8%	7%	.
> Cc1ccc(NC(=O)/C(=C/c2ccncc2)NC(=O)c2ccccc2)cc1
  -10%	-4%	7%	-5%	-3%	-7%	-7%	-2%
> CCN1CCCC(OC(=O)c2cc(-c3ccccc3Cl)nc3ccccc23)C1 (stereo unspecified)
  -9%	-3%	6%	6%	-5%	-4%	4%	-14%
> O=C(Cn1ccc(=O)[nH]c1=O)Nc1ccc(C(=O)O)c(O)c1
  -17%	-3%	-3%[13.5 µM]	-5%	-11%	-1%	0%	-1%
> COc1ccc(-n2cnc3cc(C(=O)NC4CCCC4)ccc32)cc1
  -25%&-3%	0%&-9%	?	5%&-4%	?	-3%&-2%	0%	.
> C=CCOC(=O)/C(=C\c1ccccc1)NC(=O)c1ccc(C)cc1
  -6%	-2%	?	2%	-2%	-7%	7%	8%
> Cc1cc(NC(=O)c2ccc3c(c2)C(=O)N(Cc2ccccc2)C3=O)no1
  5%	0%	-1%	-4%	6%	6%	11%	.
> Cc1c(NC(=O)CCSc2ccc(Cl)cc2)c(=O)n(-c2ccccc2)n1C
  -4%	-2%	-10%	1%	-3%	0%	2%	.
> O=C1Nc2ccccc2N(O)N1c1ccc(S(=O)(=O)Nc2ccccn2)cc1
  2%	-4%	-1%	0%	2%	-1%	7%	-24%
> COC(=O)c1ccc(NC(=O)c2cc(S(=O)(=O)N3CCc4ccccc43)cn2C)cc1
  -26%	3%	.	9%	?	-11%	.	.
> CC(=O)Nc1ccc(NC(=O)C(C)OC(=O)C2CC3C=CC2C3)cc1 (stereo unspecified)
  0%	0%	?	1%	-3%	5%	-2%	8%
> Cc1ccc(Cn2ccc(C3CC3)n2)cc1
  5%	-7%	6%	0%	-1%	-6%	7%	5%
> COC1=C(Nc2ccc(OC)cc2)C(=O)c2ccccc2C1=O
  ?	-13%	?	?	11µM*	-25%	4%	28µM*

Bioassay records (PubChem BioAssay)
